# H9c2 protect = cardioprotection against H2O2-induced cell death, primary screen, uHTS, H9c2 cells, ATPLite luminescence. H9c2 cardiomyocytes, H2O2 injury protection, 2 h. protection from H2O2 cell death, % at 20 µM. 360,000 tested, 0.63% active;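 active means compounds giving at least 50% protection of heart cells from peroxide-induced death in the single-dose screen, raw or plate-pattern-corrected value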;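 further: 0% = DMSO wells with peroxide and 100% = DMSO wells without peroxide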
# TLR9-MyD88 block = inhibitors of TLR9-MyD88 association in cells, primary screen, cell-based, CHO, BLA complementation, fluorescence. Toll-like receptor 9 (Homo sapiens) + Myeloid differentiation primary response protein …. CCF4 FRET ratio. inhibition, % at 4.98 µM. 340,000 tested, 0.21% active. AID 504734, 2011;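 active means inhibition above the mean over all tested compounds plus 3 SD, cut at about 21% in these data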;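 further: 0% = DMSO only wells and 100% = clavulanate BLA inhibitor control wells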
# MC4R ag barr = MC4R agonists recruiting beta-arrestin, primary screen, cell-based, luminescence, agonist arm of biased-ligand search; Melanocortin receptor 4 (Homo sapiens), P32245; U2OS MC4R beta-arrestin complementation; percent of melanotan II response, DMSO zero; activation, % at 8.9 µM; 360,000 tested, 0.98% active; AID 540308, 2011;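 active means activation above a per-plate cutoff, the mean activation of sample wells on that plate plus 3 SD, cut at about 8% in these data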
# Target sequence (P32245 whole entry, looked up): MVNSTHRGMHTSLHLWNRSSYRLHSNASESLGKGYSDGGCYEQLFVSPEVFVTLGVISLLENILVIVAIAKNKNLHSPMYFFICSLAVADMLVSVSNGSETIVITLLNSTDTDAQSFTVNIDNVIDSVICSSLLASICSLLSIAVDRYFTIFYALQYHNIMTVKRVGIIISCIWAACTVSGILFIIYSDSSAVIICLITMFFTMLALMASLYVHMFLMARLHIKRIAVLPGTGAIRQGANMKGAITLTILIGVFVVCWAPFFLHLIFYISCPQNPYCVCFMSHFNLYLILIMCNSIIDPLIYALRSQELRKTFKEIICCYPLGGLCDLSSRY
# ABCB6 inh MLPCN = ABCB6 transporter inhibitors, primary screen, K562-ABCB6 cells, flow cytometry, MLPCN library | ATP-binding cassette sub-family B member 6 (Homo sapiens), Q9NP58 | K562-ABCB6 porphyrin accumulation, 1 h; active compounds read low | fluorescence ratio to DMSO, % at 10 µM | 360,000 tested, 0.19% active | AID 602162, 2011;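 active means fluorescence ratio to DMSO below 75%, the collection mean minus 3 SD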;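 further: signal is porphyrin accumulated inside mitochondria; 100% equals median channel fluorescence of DMSO control wells; lower ratio means ABCB6 inhibition with less porphyrin fluorescence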
# Glyco luc inh = increase of ERlucT glycosylation luciferase signal, primary screen, N-linked glycosylation inhibitor project, D54 ERlucT cells, luminescence, set 2; 360,000 tested, 0.23% active; reporter increase, % at 12.5 µM; D54 ERlucT glycosylation luciferase reporter, 24 h; percent of 100 nM tunicamycin response;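 active means mean luciferase reporter signal, scaled so untreated is 0 and the glycosylation-blocking control 100, at or above a set limit in every replicate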;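 further: luciferase carries N-glycosylation sites so blocking glycosylation raises the light; 0% = median of neutral control wells and 100% = median of 100 nM tunicamycin wells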
# SRC2 inh = inhibition of GAL4-SRC2 driven luciferase reporter, primary screen, SRC2 inhibitor project, cell-based, luminescence; Nuclear receptor coactivator 2 (Homo sapiens), Q15596; HEK293 GAL4-SRC2 luciferase reporter; inhibition, % at 9 µM; 370,000 tested, 0.17% active;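 active means inhibition above the mean inhibition of all tested compounds plus 3 SD, set per campaign, cut at about 52% in these data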;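 further: 0% = DMSO treated cells and 100% = cells given Gossypol at 36 µM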
# m5-HT2A agonist = mouse Htr2a agonists via beta-arrestin recruitment, primary screen, cell-based, luminescence. 5-hydroxytryptamine receptor 2A (Mus musculus), P35363. CHO-K1 mHTR2A beta-arrestin complementation; percent of 30 µM serotonin response. activation, % at 7.6 µM. 360,000 tested, 0.66% active;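 active means activation above a run cutoff, the mean activation of all tested compounds plus 3 SD, cut at about 14% in these data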;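 further: 0% = plate median of compound wells and 100% = 30 µM serotonin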
# Target sequence (P35363 whole entry, looked up): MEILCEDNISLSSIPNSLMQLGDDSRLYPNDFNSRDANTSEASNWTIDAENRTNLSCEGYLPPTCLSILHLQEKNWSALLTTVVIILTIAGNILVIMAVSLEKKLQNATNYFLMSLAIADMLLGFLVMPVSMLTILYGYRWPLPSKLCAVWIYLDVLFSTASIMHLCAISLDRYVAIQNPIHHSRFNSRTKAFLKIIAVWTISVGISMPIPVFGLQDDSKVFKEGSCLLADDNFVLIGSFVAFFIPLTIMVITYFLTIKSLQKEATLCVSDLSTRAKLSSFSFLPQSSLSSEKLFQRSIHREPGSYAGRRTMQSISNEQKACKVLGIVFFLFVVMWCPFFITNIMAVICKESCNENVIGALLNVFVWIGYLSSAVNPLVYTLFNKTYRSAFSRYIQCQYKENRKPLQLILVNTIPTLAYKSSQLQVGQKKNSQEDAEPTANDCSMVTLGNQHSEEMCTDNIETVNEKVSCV
# MC4R antag cAMP = MC4R antagonists of cAMP signaling, primary screen, cell-based, TR-FRET, antagonist arm of biased-ligand search; AID 540295, 2011; 360,000 tested, 0.48% active; inhibition, % at 6.5 µM; Melanocortin receptor 4 (Homo sapiens), P32245; MC4R-expressing cells, MTII-stimulated cAMP, LANCE TR-FRET;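 active means inhibition above its plate's cutoff, the mean of tested wells on that plate plus 3 SD, cut at about 29% in these data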;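 further: 0% = Melanotan II alone and 100% = Melanotan II plus saturating MCL0020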
#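 Material: human MC4R-expressing U2OS cells. Probe or stimulus: Melanotan II challenge. Dosing: 6.5 µM single dose. Times: 30-min compound, 1-h challenge, 1-h detection, room temperature. Technique: TR-FRET with Eu-cAMP and labeled anti-cAMP, 671 nm. Replication: singlicate.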
# ABHD5-PLIN5 inh = ABHD5-PLIN5 interaction inhibitors, primary screen, cell lysate, split luciferase complementation, luminescence. 360,000 tested, 0.78% active. Split G. princeps luciferase complementation, 4 h. AID 602281, 2012. inhibition, % at 4 µM. Perilipin-5 (Homo sapiens) + 1-acylglycerol-3-phosphate O-acyltransferase ABHD5 (Homo …;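 active means inhibition above the mean inhibition across every tested compound plus 3 SD, cut at about 22% in these data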;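 further: 0% = DMSO only wells and the 100% control is not disclosed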
# NOD2-RIPK2 inh = NOD2-RIPK2 binding disruptors in cells, primary screen, fluorescence, CHO cells, BLA complementation. CCF4 ratio. inhibition, % at 4.98 µM. Receptor-interacting serine/threonine-protein kinase 2 (Homo sapiens), O43353. 360,000 tested, 0.38% active; in the data active means inhibition above about 21%;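 further: 0% = vehicle only and 100% = reference blocker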
# The depositor's hits bear a star; / = no result given. An excerpt; the hit share may differ from the screen's.
Compound	H9c2 protect	TLR9-MyD88 block	MC4R ag barr	ABCB6 inh MLPCN	Glyco luc inh	SRC2 inh	m5-HT2A agonist	MC4R antag cAMP	ABHD5-PLIN5 inh	NOD2-RIPK2 inh
O=C(c1ccco1)N(Cc1ccco1)Cc1cc2ccccc2[nH]c1=O	0.2	-6.7	-0.5	92.0	-2.1	0.3	3.8	-10.8	5.6	-5.9
CCc1cc2c(=O)c(-c3cnn(-c4ccccc4)c3)c(C)oc2cc1OCC(=O)Nc1cccc(C)c1	-12.1	-2.1	-1.7	98.0	12.3	1.6	0.9	9.2	0.4	3.7
CCOc1cc(C(=O)Nc2nnc(CC)s2)ccc1OCC(=O)N1CCOCC1	14.0	-18.0	-2.2	93.0	0.7	-9.5	-2.2	7.6	1.1	-2.2
COc1ccccc1-c1cc(C(F)(F)F)nc(S(=O)(=O)CCCC(=O)O)n1	2.5	-7.8	1.0	95.0	-2.0	-1.6	1.7	14.3	13.6	-1.9
Cc1ccc(-c2cc3c(nn2)-c2ccccc2C3=O)cc1	-14.5	0.2	-2.2	99.0	-19.3	26.8	-10.4	-9.7	-3.4	0.1
CCn1c(SCC(=O)Nc2cc(NC(C)=O)ccc2OC)nnc1-c1cccnc1	-0.1	-4.7	-0.7	95.0	0.6	3.2	-4.2	5.0	-1.6	-5.1
COc1cccc(N2CCN(S(=O)(=O)c3cn(C)cn3)CC2)c1	-5.8	-8.7	2.9	98.0	-2.5	13.0	-1.4	-8.5	1.6	-4.5
CCOC(=O)/C(=N\Nc1ccccc1Cl)N(C)C1CCCCC1	4.8	9.6	-0.1	96.0	-2.0	-17.5	-3.5	5.5	-5.0	1.0
Cc1c(-n2c(-c3ccccc3)nc3ccccc3c2=O)c(=O)n(-c2ccccc2)n1C	4.0	-12.1	-2.9	94.0	0.0	3.0	-3.2	1.9	-3.1	-4.1
CC(C(=O)NCCN1C(=O)S/C(=C\c2cccnc2)C1=O)N1C(=O)c2ccccc2C1=O (stereo not given)	5.2	6.6	-0.6	101.0	0.9	2.5	0.5	-3.9	8.0	1.5
O=C(NCCc1ccc(Cl)cc1)C1CCCN1C(=O)Nc1ccccc1 (stereo not given)	2.3	-0.1	-2.0	98.0	-1.0	14.4	7.8	7.0	-1.6	-0.4
N#Cc1cc(-c2ccc(Cl)cc2)cnc1Sc1ccccc1	-3.1	-0.1	5.4	101.0	-5.1	-13.7	0.8	0.9	-3.9	10.0
CCOc1ccc(-c2cc(C(=O)N/N=C/c3ccc(O)cc3)c3ccccc3n2)cc1	-4.8	1.1	-2.4	97.0	-3.7	-25.0	-3.4	-30.3	-0.8	12.1
Cn1ccnc1SCCNC(=O)CCc1nnc(CCCCc2ccccc2)o1	-2.4	-2.2	-1.8	102.0	-0.5	21.8	4.9	7.0	-2.9	2.4
CC(C)CC(C(=O)Nc1oc(-c2ccccc2)c(-c2ccccc2)c1C#N)N1C(=O)c2ccccc2C1=O (stereo not given)	-17.0	-6.7	0.5	94.0	-0.2	-3.2	-9.9	18.4	-4.4	-2.5
O=C(NC(N1CCOCC1)C(Cl)(Cl)Cl)c1ccccc1Cl (stereo not given)	4.6	-5.3	-0.5	90.0	2.1	11.7	5.5	1.4	5.7	-2.0
COc1ccccc1N1CCN(C(=O)c2c(C)noc2C)CC1	0.5	4.7	0.5	98.0	2.3	-21.8	-1.3	1.0	-4.8	0.4
C[C@H](OC(=O)NCc1ccc(C(F)(F)F)cc1)[C@@H]1O[C@@]2(C)CCC[C@@H]1O2	-2.2	4.2	0.2	94.0	-1.9	-12.0	-4.2	-2.3	-2.1	-7.9
CC(=O)NCC(=O)NC1CCCc2c1cnn2-c1ccc(C(C)(C)C)cc1 (stereo not given)	-0.9	-1.9	0.3	100.0	1.6	-5.5	-3.6	14.9	0.5	-9.6
NC(=O)c1cccn1Cc1ccccc1Cl	-7.5	3.0	0.5	93.0	0.6	6.7	4.0	12.3	-3.8	-11.4
CCn1nc(CC(=O)O)c2ccccc2c1=O	-0.1	8.1	-1.2	98.0	-0.7	-2.2	3.7	4.9	5.8	-0.6
CCc1ccc(NC(=O)C2CCC(CNC(=O)[C@@H]3Cc4ccccc4CN3)CC2)cc1 (stereo not given in full)	1.8	-8.0	-2.4	99.0	-5.1	6.0	1.4	-2.3	-6.8	3.6
CC(C)=N/N=C1/NC(=O)C(c2ccc(Cl)cc2)S1 (stereo not given)	2.4	-0.7	1.6	107.0	0.8	-11.3	-2.5	7.8	-12.5	2.5
CN1C(=O)SC(Nc2ccc(F)cc2)C1=O (stereo not given)	2.7	1.6	-0.5	99.0	1.5	5.4	1.3	3.1	-3.4	-4.4
O=C(Nc1ccccc1Cl)c1ccc(-n2cccn2)c([N+](=O)[O-])c1	0.0	4.2	2.2	109.0	1.2	-8.0	-2.4	16.7	-9.2	-7.6
O=S(=O)(c1cccc(S(=O)(=O)N2CCOCC2)c1)N1CCCCC1	1.3	-4.8	-0.8	90.0	0.9	-11.7	2.7	2.7	-5.0	-4.4
Cc1nn2c(-c3ccc(F)cc3)ccnc2c1Br	-4.1	-16.6	-0.6	92.0	-2.1	-6.7	-9.0	1.8	-3.9	-9.3
Cc1cnc(NC(=O)CSc2ccc(Cl)cc2)s1	2.1	7.3	-1.9	148.0	-0.7	-28.5	-4.4	4.6	1.0	-4.0
COc1ccccc1N1CCN(C(=O)CCc2nnc3ccc(N4CCOCC4)nn23)CC1	-0.3	9.2	-2.1	96.0	1.8	-2.7	-7.0	-2.2	-2.2	2.9
O=C(N/N=C/c1ccc(Sc2ccccn2)o1)c1cc2ccccc2cc1O	-6.4	-10.6	0.5	101.0	-1.5	/	-1.2	11.6	-3.7	-4.1

# The results go on.
Compound	H9c2 protect	TLR9-MyD88 block	MC4R ag barr	ABCB6 inh MLPCN	Glyco luc inh	SRC2 inh	m5-HT2A agonist	MC4R antag cAMP	ABHD5-PLIN5 inh	NOD2-RIPK2 inh
Cc1ccc(NC(=O)CN2CCC(C(=O)c3ccc(F)cc3)CC2)cc1	-2.2	-5.5	0.1	94.0	-0.2	10.3	-5.1	9.2	-0.6	3.6
Cc1ccc(N(CC(=O)Nc2ccc3c(c2)OCCO3)S(=O)(=O)c2c(C)noc2C)cc1	-7.0	-6.2	-0.3	90.0	-3.5	15.0	-1.0	0.0	-2.7	-8.9
Cc1ccc(/C=N/NC(=O)c2ccccn2)o1	-4.7	-6.0	-4.2	96.0	-1.3	-101.3	3.5	1.3	6.0	-3.9
O=S(=O)(Nc1cccc(-c2ccc(N3CCOCC3)nn2)c1)c1cc(Cl)ccc1Cl	-7.5	1.2	-3.4	97.0	0.1	-32.7	-3.0	11.0	3.2	-1.0
N#CCCN(Cc1cccnc1)S(=O)(=O)c1ccc(S(=O)(=O)NC2CCCCC2)cc1	-6.6	4.5	-1.1	111.0	-0.7	-4.0	0.1	0.8	4.7	-14.2
Nc1nc(-c2ccc(F)cc2)cs1	3.5	1.3	-1.9	92.0	0.0	-19.4	-0.8	0.0	1.9	1.2
N=C(N)SCc1ccc(O)c([N+](=O)[O-])c1	-1.8	12.3	-1.3	90.0	1.8	-13.3	-1.3	-2.3	-0.5	-12.7
CC(C)C(=O)N1CCC(c2nc(-c3ccc(S(=O)(=O)N4CCN(C)CC4)cc3)no2)CC1	-4.6	0.6	-2.1	98.0	-2.5	1.6	-1.2	17.4	-0.7	3.4
Cc1cc(Cl)ccc1C(=O)C1CCCN(C(=O)CCN2CCCO2)C1 (stereo not given)	-1.8	4.8	-1.6	88.0	0.4	15.9	-1.0	-4.9	-1.4	-4.0
CCC(=O)c1cccc2c1N=CC1=C(CC(C)(C)CC1=O)N2	8.6	-4.7	-0.8	108.0	1.4	15.6	0.5	1.9	2.1	-8.1
CCOC(=O)N1CCN(C(=O)c2ccc(OCC)c(OCC)c2)CC1	-5.8	-17.1	2.4	100.0	0.3	-4.6	3.7	-3.7	5.7	-8.0
COc1ccc(/C=N/NC(=O)C(Cc2c[nH]c3ccccc23)NC(=O)OCC(C)C)cc1[N+](=O)[O-] (stereo not given)	1.4	-10.0	0.1	96.0	2.9	-7.0	1.8	-1.3	2.2	-1.4
CCOC(=O)c1c(NC(=O)Cn2nnc(-c3ccccc3Cl)n2)sc(C)c1C	-14.0	4.2	-0.4	97.0	1.4	-3.8	2.0	-0.5	4.5	1.3
CCOC(=O)Cc1csc(NC(=O)CSc2nc3cccnc3n2CC)n1	6.5	5.0	-2.6	90.0	-0.4	-35.3	0.8	9.2	-6.7	-15.3
O=C(O)CCC(=O)Nc1ccc(-c2csc(Nc3cccc4ccccc34)n2)cc1	5.7	3.0	-0.6	102.0	2.4	7.0	5.7	4.2	-9.8	-0.2
CCn1c(COc2ccc(C)cc2)nnc1SCc1nc2ccccc2[nH]1	-5.8	5.2	-3.0	97.0	-2.5	4.9	-3.5	7.6	2.5	-0.8
COc1ccc(C(=O)NCc2nnc(SCC(=O)N3CCC(C)CC3)o2)cc1OC	-1.7	-3.3	0.0	93.0	-0.5	12.2	1.4	-7.4	5.0	-21.7
Cc1ccc2nc3sc(C(=O)Nc4c(C)[nH]c(=O)[nH]c4=O)c(N)c3cc2c1	4.5	0.2	-0.3	109.0	1.5	-15.2	-1.8	2.9	1.4	-2.8
O=C(COC(=O)c1cccs1)Nc1ccccc1	-2.9	-8.1	2.0	102.0	-1.6	-7.5	4.3	5.3	0.9	-7.6
COc1ccc(-c2n[nH]c(=S)n2-c2ccc(C)cc2C)cc1	-0.4	-3.6	-3.0	97.0	0.4	1.2	0.6	12.4	-0.6	1.6
COc1ccc(C(NC(=O)C2CCN(CCCOc3ccccc3)CC2)c2ccccn2)cc1 (stereo not given)	9.9	/	0.7	100.0	-0.5	5.5	1.5	-1.0	0.8	-0.8
COc1ccc(S(=O)(=O)NCCc2nnc3ccc(SCc4cccnc4)nn23)cc1	-3.2	3.9	-1.1	95.0	-0.1	21.8	6.8	-0.3	-7.3	3.3

# Bioassay records (PubChem BioAssay)
